IEC-6 cytotox – IEC-6 cytotoxicity, counter-screen for KLF5 inhibitors. luminescence viability. inhibition, % at 5 µM. 290,000 compounds, 0.78% hits; in the data active means inhibition above about 22%;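 further: 0% = plate median of test compound wells and 100% = cytotoxic reference compound wells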
HSF1 activator – increases HSF-1 driven luciferase reporter signal. NIH3T3-HGL HSF-1 luciferase reporter, MG132, 8 h; 100% = twice DMSO control signal. 300,000 compounds, 1.7% hits. activation, % at 9 µM. AID 504408;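 active means mean replicate activation of at least 50% with a set share of replicates each reaching 50%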;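 further: 0% = median of the neutral control wells and 100% = twice that signal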
GSK3 alpha inh – blocks human GSK-3 alpha kinase; 320,000 compounds, 0.1% hits; P49840; ADP-Glo luminescence, 60 min; inhibition, % at 10 µM;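 in the data active means inhibition above about 50%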;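 further: GST-tagged GSK-3 alpha with peptide substrate and 25 µM ATP; 0% = DMSO neutral wells and 100% = GW8510 positive control wells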
Target sequence (P49840 whole entry, looked up): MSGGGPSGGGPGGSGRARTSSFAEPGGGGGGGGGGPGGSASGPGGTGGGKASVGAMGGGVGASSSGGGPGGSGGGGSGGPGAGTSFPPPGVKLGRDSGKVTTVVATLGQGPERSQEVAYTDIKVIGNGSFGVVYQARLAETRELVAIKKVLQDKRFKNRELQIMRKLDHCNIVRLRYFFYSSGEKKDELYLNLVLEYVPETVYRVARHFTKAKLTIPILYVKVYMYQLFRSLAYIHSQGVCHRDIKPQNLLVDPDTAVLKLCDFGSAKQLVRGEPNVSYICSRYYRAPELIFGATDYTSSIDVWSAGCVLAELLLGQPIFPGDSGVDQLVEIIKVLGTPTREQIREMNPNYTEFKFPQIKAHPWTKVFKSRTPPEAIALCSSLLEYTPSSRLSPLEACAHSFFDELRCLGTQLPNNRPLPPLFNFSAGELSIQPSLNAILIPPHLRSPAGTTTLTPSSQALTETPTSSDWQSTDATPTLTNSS
AI-2 QS mod – modulates the Vibrio harveyi AI-2 quorum sensing system | Vibrio harveyi JMH597 AI-2 luminescence/OD600 ratio, 9 h; stronger effect = lower value; strain lacks LuxN and CqsS sensors; 0 = neutral-control median | activity change, % at 7.5 µM | 300,000 compounds, 0.4% hits; in the data active means activity change below about -75%, passing the limit was not always enough;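 further: luminescence divided by OD600 gain over 9 h not by final OD600 alone; inactives centre near 13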
PolyA inh – blocks polyadenylation in yeast reporter cells. S. cerevisiae SKY197-pL101 polyadenylation reporter, beta-gal luminescence; efflux-impaired pdr1/pdr3 knockout yeast; score 100 = 6 SD above DMSO. calls only at 12 µM. 300,000 compounds, 0.02% hits. AID 1875;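 active means lowest replicate activity score at least 50, where 100 means six control SD above control mean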;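 further: yeast exposed to compound for 9 h at 30 °C; higher score means more reporter readthrough which indicates perturbed polyadenylation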
GSK3beta inhib – human GSK3beta kinase inhibition. GST-GSK3beta kinase, ADP-Glo luminescence, 60 min; stronger effect = lower value. activity score (negative = inhibition), % at 10 µM. 300,000 compounds, 0.038% hits. AID 2097;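 active means more than half of replicate wells score below -50%, meaning over 50% inhibition versus plate controls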;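 further: 0% = median DMSO wells and -100% = median GW8510 positive control wells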
Target sequence (P49841 whole entry, looked up): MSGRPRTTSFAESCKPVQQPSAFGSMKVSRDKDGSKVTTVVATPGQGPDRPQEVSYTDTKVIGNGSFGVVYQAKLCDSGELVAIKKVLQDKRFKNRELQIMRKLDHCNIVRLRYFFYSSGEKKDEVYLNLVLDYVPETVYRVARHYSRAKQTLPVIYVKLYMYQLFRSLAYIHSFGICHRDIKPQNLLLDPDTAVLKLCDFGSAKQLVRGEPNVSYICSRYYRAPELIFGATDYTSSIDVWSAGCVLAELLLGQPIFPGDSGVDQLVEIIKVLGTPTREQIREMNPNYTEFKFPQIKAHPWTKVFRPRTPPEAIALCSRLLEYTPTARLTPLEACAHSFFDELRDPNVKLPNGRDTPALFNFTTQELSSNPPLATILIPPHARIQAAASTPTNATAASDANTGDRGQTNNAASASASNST
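Assay system: GST-fused GSK3beta enzyme, cell-free / Medium: Tris pH 7.5 buffer with MgCl2, DTT, BSA, heparin / Also added: peptide substrate plus 25 µM ATP (final) / Compound: 10 µM single point / Timing: kinase reaction with compound 60 min at room temperature / Detection: ADP-Glo luminescence / Benchmarks: DMSO neutral wells and GW8510 at 20 µM as positive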
KLF5 inh – kruppel-like factor 5 inhibition. DLD-1 KLF5 promoter-luciferase reporter, luminescence. inhibition, % at 5 µM. 290,000 compounds, 0.23% hits;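 active means inhibition above a per-plate limit of that plate's mean compound inhibition plus 3 SD, cut at about 60% in these data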;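 further: 0% = DMSO wells and 100% = LY294002 at 200 µM; higher means less KLF5 promoter-driven luciferase light; inactives centre near -14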
HSF1 inhib – HSF1 inhibition | NIH3T3-HGL HSE-luciferase, MG132-induced, luminescence 8 h; stronger effect = lower value | activity change, negative = inhibition, % at 7.5 µM (by protocol) | 300,000 compounds, 0.77% hits | AID 2098;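 active means more than half of replicate wells show activity change below -50%, luminescence cut by over half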;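 further: luciferase reports HSF-1 transcriptional activity via heat shock element; 0% = median of DMSO wells and -100% = zero luminescence signal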
aSyn UTR inh – 5' untranslated region of α-synuclein, MLPCN primary screen | AID 1813 | alpha-synuclein 5'UTR reporter, inhibitor activity | 300,000 compounds, 0.82% hits | inhibition, % (tested at 7.5 µM); in the data active means inhibition above about 60%;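 further: H4 neuroglioblastoma cells stably carrying SNCA 5'UTR luciferase fusion; 0% = DMSO wells and 100% = positive control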
HSP90 inh – inhibitors of HSP90 luciferase refolding in rabbit reticulocyte lysate. luciferase refolding luminescence, 3 h. inhibition, % at 5.6 µM. 290,000 compounds, 0.91% hits. AID 1789;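 active means inhibition above the screen-wide mean plus 3 SD, computed separately per campaign, cut at about 16% in these data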;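 further: 0% = DMSO wells and 100% = 60 µM geldanamycin wells; inhibitors lower the luminescence because luciferase stays unfolded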
* marks the source's active call; other numbers are inactive results; i = inactive; . = no result given. A portion of the library; the hit share may differ from the screen's.

SMILES	IEC-6 cytotox	HSF1 activator	GSK3 alpha inh	AI-2 QS mod	PolyA inh	GSK3beta inhib	KLF5 inh	HSF1 inhib	aSyn UTR inh	HSP90 inh
NC(C(=O)O)C(c1ccccc1)C(F)F (stereo unspecified)	1	0	.	25	i	3	-58	-14	-29	5
CCOC(=O)c1c(C)[nH]c(C(=O)OCC(=O)NC(C)C)c1C	-8	24	0	-3	i	4	-10	-3	-44	0
CCCCn1c(CCNC(=O)CC)nc2ccccc21	-1	-18	-2	-3	i	3	-35	0	1	1
Cc1nc(/C(N)=N/OC(=O)Cc2ccccc2)no1	-4	57*	-3	17	i	-2	-41	19	-27	-1
O=C(c1ccco1)N1CCN(C(=O)c2ccccc2NS(=O)(=O)c2ccc(F)cc2)CC1	-2	-23	-2	18	i	-2	20	-4	0	4
CCN(C(=O)C1CCCN1S(=O)(=O)c1cccc2nsnc12)c1ccccc1 (stereo unspecified)	0	-4	32	-1	i	-18	-17	-3	3	-3
CCc1nnc(NC(=O)CN2CCN(C3CCCCC3)CC2)s1	-4	-4	4	5	i	3	-8	3	12	-1
COc1cccc(Oc2coc3cc(OC(=O)N4CCOCC4)ccc3c2=O)c1	5	-9	-2	-3	i	1	-22	-7	22	-1
COc1ccc(N2CCN(S(=O)(=O)c3ccc4c(c3)NC(=O)C(C)C(=O)N4)CC2)cc1 (stereo unspecified)	1	-7	5	33	i	0	-23	-7	16	0
COc1cccc(-c2ccc(C#N)c(OC(=O)c3ccc(Cl)cc3)n2)c1	0	-5	1	28	i	2	-22	-4	20	1
Oc1ccc(/C=N/N2CCN(C3c4ccccc4-c4ccccc43)CC2)cc1O	-2	-17	-4	18	i	-5	-15	-4	25	-11
CCCCN(C(=O)NC(=O)C1=C(N2CCOCC2)/C(=C/c2ccccc2)CC1)S(C)(=O)=O	1	18	7	39	i	2	-22	3	-2	2
COc1cc(NC(=O)CSc2nccc(=O)[nH]2)c(C)cc1[N+](=O)[O-]	-2	30	0	10	i	0	-4	-5	14	1
C[C@H](NC(=O)c1nc[nH]c1C(=O)NCCCCCNC(=O)OC(C)(C)C)C(=O)OCc1ccccc1	4	-1	3	16	i	1	-40	2	-2	5
CC1(C)CC(=O)c2cc3c(nc2C1)CC(C)(C)CC3=O	2	.	-4	1	i	1	-6	.	-1	4

The list goes on; it opens with the 2 that closed the last part.
SMILES	IEC-6 cytotox	HSF1 activator	GSK3 alpha inh	AI-2 QS mod	PolyA inh	GSK3beta inhib	KLF5 inh	HSF1 inhib	aSyn UTR inh	HSP90 inh
C[C@H](NC(=O)c1nc[nH]c1C(=O)NCCCCCNC(=O)OC(C)(C)C)C(=O)OCc1ccccc1	4	-1	3	16	i	1	-40	2	-2	5
CC1(C)CC(=O)c2cc3c(nc2C1)CC(C)(C)CC3=O	2	.	-4	1	i	1	-6	.	-1	4
S=C(NCc1ccncc1)Nc1ccc(Cl)c(Cl)c1	5	4	3	-40	i	1	-39	-1	28	-6
CCCCn1c(=O)[nH]c2ccccc21	-4	33	3	14	i	1	-43	2	17	-1
Cc1cc(=O)oc2ccc(OC(=O)c3cccc(S(=O)(=O)N4CCOCC4)c3)cc12	-4	-4	1	30	i	-1	-12	1	-30	-1
CC(C)CN1C2CCCC1CC(NC(=S)NCc1ccco1)C2 (stereo unspecified)	5	12	-2	-5	i	1	-43	-9	4	-3
CC(C)(C)N1C(=O)c2ccc(C(=O)Nc3ccc(O)cc3)cc2C1=O	-1	27	1	2	i	-1	-91	10	-87	2
Cc1cc(NC(=O)CSc2nc3c(c(=O)n2C)SCC3)no1	-1	33	0	11	i	0	-16	5	-18	-1
COc1ccc(/C=C/C(=O)c2ccc(O)cc2)cc1	3	27	7	-93*	i	-1	-66	15	-196	-4
CCCC(CCC(=O)Nc1cc([N+](=O)[O-])ccc1O)C(=O)O (stereo unspecified)	-1	-1	-2	30	i	2	-34	-1	-1	-5
CCOc1ccccc1Nc1nnc(SCC(=O)N2CCCC2)s1	-2	-33	-2	10	i	-1	4	-13	-14	-1
Fc1ccc(N2CCN(c3ccc4c(C(F)(F)F)cc(C(F)(F)F)nc4n3)CC2)cc1	2	45	-3	1	i	-2	-10	17	7	-1
CCCOC(=O)CCCN1C(=O)/C(=C2\SC(=S)N(CCCC(=O)OCCC)C2=O)SC1=S	-4	3	-1	3	i	1	-17	2	-19	-1
CN(C)Cc1c(C(=O)N/N=C/c2cccc(OCc3ccccc3)c2)nnn1-c1nonc1N	-8	14	-1	21	i	4	-16	5	-7	0
CC1CCOC2(O1)C(=O)N(CN1CCN(c3cccc(Cl)c3)CC1)c1ccccc12 (stereo unspecified)	4	-3	.	25	i	1	-10	-5	38	7
CC(C)c1ccc(NC(=O)CCNC(=O)Cn2ccc3ccccc3c2=O)cc1	-8	9	-1	23	i	0	-6	-1	18	1
COCc1cc(=O)[nH]c2cc(NC(=O)C3CC3)c(C)cc12	-6	2	.	12	i	3	-6	-1	0	1
Cc1ccc(NC(=O)C2(c3cccs3)CCOCC2)cc1C	6	9	2	8	i	1	-2	0	-30	-3
COC(=O)c1ccc(CN(C)S(=O)(=O)c2ccc(C)cc2)o1	.	11	-1	25	i	-1	.	-2	2	.
C=CCNC(=O)c1cc(Cl)ccc1Cl	-9	5	0	16	i	-4	16	-7	-13	-1
Cc1cc(C)c(C(N)=O)c(Nc2ccc3c(c2)OCCO3)n1	10	10	-2	-6	i	1	-21	-4	7	-4
Cc1[nH]nc2c1C(=O)CCC2	0	-35	14	41	i	1	-3	-22	-3	0
COc1ccc(-c2oc3ccccc3c(=O)c2OC(=O)c2ccc(C)cc2)cc1	6	-14	-2	12	i	-1	-33	-2	-60	3
COc1cccc(CNC(=O)Cc2ccc(-n3c(=O)[nH]c4ccccc4c3=O)cc2)c1	9	-14	-1	17	i	-6	-2	-2	-25	2
COc1ccccc1C(=O)Nc1ccc(C2=NNC(=O)CC2C)cc1 (stereo unspecified)	0	12	-1	8	i	22	3	7	-38	4
O=C(O)c1ccc(C2SCC(=O)N2Cc2ccco2)cc1 (stereo unspecified)	-2	-7	-2	22	i	11	-14	-21	-6	-1
CS(=O)(=O)Nc1cccc2cccnc12	1	.	1	.	.	.	-6	.	.	-2
Cc1cc(C)nc(N/N=C/c2cc(Br)ccc2O)n1	-1	-6	-1	69	i	-1	-8	-2	19	-3
O=C(CSc1nnc(NC(=O)c2ccc(F)cc2)s1)NCc1ccco1	-2	18	-3	11	i	5	-114	22	-52	2
CCN(CC)S(=O)(=O)c1ccc(N/N=C/c2ccc(OC)c(OC)c2OC)nc1	4	7	-3	-5	i	-4	-23	-4	24	7
CCOC(=O)c1c(-c2ccc(C)o2)csc1NC(=O)CSc1ncn[nH]1	-3	24	1	2	i	-2	14	-4	3	-1
COc1cc(C(=O)N2CCN(S(=O)(=O)c3cccs3)CC2)cc(OC)c1C	-4	-6	0	25	i	2	-7	-8	10	1
COCCn1c(SCC(=O)Nc2nnc(C)s2)nnc1-c1cc2ccccc2cc1O	1	19	2	-12	i	6	-27	-1	-9	-2
Cc1ccc(/C=N/n2c(-c3cccnc3)n[nH]c2=S)o1	-2	12	-3	14	i	0	-17	-10	17	-1
C=CCN(CC=C)C(=O)Cn1cnc([N+](=O)[O-])n1	-1	5	2	13	i	1	-21	4	6	0
O=C(Nc1ccccc1C(=O)NCc1cccnc1)c1ccc(Cl)cc1Cl	-6	4	5	5	i	-3	-4	1	13	0
O=C(CCCC(=O)N1CCN(c2cccc(Cl)c2)CC1)c1ccccc1	3	33	-4	6	i	4	-27	11	1	-3
CC(/C=N/NC(=O)CSc1n[nH]c(=O)[nH]c1=O)=C\c1ccccc1	-2	1	3	-1	i	-2	-22	-3	4	1
COc1ccc(OC)c(NC(=O)CSc2nncc(=O)n2N)c1	-2	10	-1	24	i	-2	-35	5	-1	-2
CCn1cc(-c2ccnc3cc(C(=O)O)nn23)c(C)n1	-1	-6	-2	21	i	-1	-3	-5	0	3
O=C(Nc1cccnc1)c1ccc(N2CCCC2)c([N+](=O)[O-])c1	5	18	3	20	i	0	-31	2	-87	8
CC(C)(C)c1ccc(OCCC(=O)NNC(=O)c2ccccc2)cc1	.	-1	-3	-9	i	-1	.	0	-1	.
Cc1nc2ccc(NC(=O)NC(=O)c3c(Cl)cccc3Cl)cc2o1	-15	29	-2	15	i	3	-19	9	-48	0
Cc1ccc(S(=O)(=O)N(C)CC(=O)N2CCN(c3ccccn3)CC2)cc1	-4	1	-1	20	i	-1	2	-6	24	2
Cc1cccc(-n2c(SCC(=O)N3CCC(C(=O)O)CC3)nc3ccccc3c2=O)c1C	-2	15	-2	18	i	0	-18	0	-8	-4
CCCOc1ccc(C(=O)CCC(=O)OCC(=O)N2CC(=O)Nc3ccccc32)cc1	-2	21	0	22	i	-1	-18	17	34	-1
c1ccc(-c2nnc(SCc3nc4ccccc4[nH]3)n2Cc2ccco2)nc1	5	2	7	24	i	1	-6	6	2	0
CN(C)S(=O)(=O)c1cccc(C(=O)Nc2cccnc2)c1	-1	15	1	10	i	0	2	-1	-3	-1
CC1(C)NC(=O)N(CCOCCOc2cccc(Oc3ccccc3)c2)C1=O	3	13	0	8	i	1	10	-6	-13	-3
N#CC1=C(N)N(c2ccc(Br)cc2)C2=C(C(=O)CCC2)C1c1cccnc1 (stereo unspecified)	6	5	0	3	i	2	8	14	10	5
COc1ccc(CCNC(=O)CCc2cc(OC)c(OC)c(OC)c2)cc1OC	2	-13	-3	22	i	3	-22	2	4	-1
O=C(/C=C/c1ccc(-c2ccccc2[N+](=O)[O-])o1)c1ccco1	-4	43	2	7	i	-7	1	35	-136	5
Cc1cc(C)c(C(=O)NC2CC(C)(C)Cc3c2cnn3-c2cccc(F)c2)[nH]1 (stereo unspecified)	-5	0	.	28	i	-1	-26	5	17	-3
COc1ccc(C(CC(=O)c2ccccc2)S(=O)(=O)c2ccccc2)cc1 (stereo unspecified)	-4	28	-7	23	i	2	-45	12	-120	-3
CC1CCCC(C)N1CCCNC(=O)c1cc2c(=O)n(C)c3ccccc3c2n1C (stereo unspecified)	3	4	.	7	i	-7	-3	1	-56	-2
CCCCc1cc(=O)oc2c(CN(CC)CC)c(O)c(Cl)cc12	2	.	-1	-3	i	-3	-14	.	11	-3
CCOC(=O)Nc1oc2ccccc2c(=O)c1C	-1	-5	-26	21	i	2	-22	-3	-1	0
Cc1cc(NC(=O)CSc2nc(=O)cc(N)n2-c2ccc(Cl)cc2)no1	3	-2	-1	-7	i	4	-28	5	-16	-3

Compound activity deposited in PubChem BioAssay by several laboratories.
